Screens deposited in PubChem BioAssay by The Scripps Research Institute Molecular Screening Center.
FBW7 activator: FBW7 E3 ligase activators, primary screen, biochemical, AlphaScreen, human; AlphaScreen FBW7–phospho-cyclin E peptide binding, activator screen; AID 1259310, 2017; normalized activity (activation), % at 26.1 µM; 0.13% of 650,000 active; F-box/WD repeat-containing protein 7 (Homo sapiens), Q969H0; in the data active = normalized activity above about 1.9%;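 also: purified mutant Fbw7 with reduced substrate affinity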
MITF inh: MITF inhibitors, primary screen, biochemical, AlphaScreen, human. Microphthalmia-associated transcription factor (Homo sapiens), O75030. AlphaScreen MITF homodimerization, bead proximity signal. inhibition, % at 2.6 µM. 0.91% of 650,000 active. AID 1259374, 2018; in the data active = inhibition above about 50%;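 also: 0% = vehicle wells with protein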
Target sequence (O75030 whole entry, looked up): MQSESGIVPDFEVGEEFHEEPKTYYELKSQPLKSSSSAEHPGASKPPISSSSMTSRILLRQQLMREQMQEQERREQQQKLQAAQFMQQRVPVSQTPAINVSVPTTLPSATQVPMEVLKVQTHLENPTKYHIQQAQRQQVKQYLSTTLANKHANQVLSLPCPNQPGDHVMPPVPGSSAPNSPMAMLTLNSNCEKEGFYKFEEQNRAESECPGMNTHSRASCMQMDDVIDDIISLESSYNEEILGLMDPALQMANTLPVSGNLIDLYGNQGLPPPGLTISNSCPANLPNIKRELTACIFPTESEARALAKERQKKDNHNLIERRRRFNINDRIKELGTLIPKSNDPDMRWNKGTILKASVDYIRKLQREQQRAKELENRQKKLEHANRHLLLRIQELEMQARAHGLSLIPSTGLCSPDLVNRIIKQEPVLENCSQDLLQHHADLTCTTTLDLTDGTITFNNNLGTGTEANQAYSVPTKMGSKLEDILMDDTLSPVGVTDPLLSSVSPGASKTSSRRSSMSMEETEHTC
TEAD-YAP block: TEAD-YAP interaction inhibition, primary screen, TEAD-YAP interaction inhibitor project, luminescence, HEK-TIYL cells. TEAD-Gal4/YAP UAS-luciferase luminescence. AID 1259422, 2018. inhibition, % at 9.12 µM. 1.4% of 640,000 active; in the data active = inhibition above about 32%;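 also: 0% = median of test compound wells and 100% = reference inhibitor wells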
GPR151 activ: activators of human GPR151, primary screen, cell-based, PathHunter beta-arrestin, luminescence; activation, % at 11.2 µM; 1% of 650,000 active; PathHunter beta-arrestin GPR151 cells; G-protein coupled receptor 151 (Homo sapiens), Q8TDV0; in the data active = activation above about 4.9%;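 also: 0% = median of compound wells and 100% = cells with positive control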
Target sequence (Q8TDV0 whole entry, looked up): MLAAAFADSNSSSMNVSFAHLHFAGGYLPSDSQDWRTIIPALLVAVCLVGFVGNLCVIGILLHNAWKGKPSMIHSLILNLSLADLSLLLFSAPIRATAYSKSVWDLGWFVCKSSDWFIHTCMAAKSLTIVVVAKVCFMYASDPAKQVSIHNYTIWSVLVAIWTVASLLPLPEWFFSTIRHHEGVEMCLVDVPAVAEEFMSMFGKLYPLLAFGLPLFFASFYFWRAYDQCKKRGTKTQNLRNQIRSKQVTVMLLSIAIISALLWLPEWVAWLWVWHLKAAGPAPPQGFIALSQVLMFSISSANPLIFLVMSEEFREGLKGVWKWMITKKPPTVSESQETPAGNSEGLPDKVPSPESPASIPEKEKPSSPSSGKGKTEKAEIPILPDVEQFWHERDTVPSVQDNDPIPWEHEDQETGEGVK
* = called active by the depositor; & = joins results of further samples.

entry	molecule	FBW7 activator	MITF inh	TEAD-YAP block	GPR151 activ
1	CCOc1ccc(NC(=O)C2C3C=CC4(O3)C2C(=O)N(C2CC2)C4C(=O)NC2CCCCC2C)cc1 (centres undefined)	0.0	-5	5	1.6
2	CCOc1cc(-c2cc(=O)c3ccccc3o2)ccc1O	0.4	-8	-67	-0.1
3	Cc1cccc(CS(=O)(=O)NCCCc2ccc(N(C)C)cc2)c1	-0.4	-8	-3	1.5
4	O=S(=O)(c1ccc2ccccc2c1)N1CCN=C1SCc1cccnc1	0.2	8	-1	-0.2
5	CC(=O)Nc1cccc(NC(=O)CSc2nnc3c(C)cc4cc5c(cc4n23)OCO5)c1	-0.1	5	1	1.6
6	COc1ccc(Nc2ncc(-c3ccc(C)cc3)cn2)cc1	0.3	-10	-30	-2.1
7	CCOC(=O)c1cccc(NC(=O)C(C)n2c3ccccc3c3nc(=O)cc(C)n32)c1 (centres undefined)	0.1	-14	-5	-1.2
8	COC(=O)C1=C(C)N(c2ccccc2F)C(=O)/C1=C\c1ccc(O)cc1	0.6	23	-13	-0.5
9	COc1cccc(CNc2ccc(C#N)cc2)c1O	-0.1	-5	-22	1.0
10	O=C1COc2ccc(C(=O)COC(=O)c3ccc(OC(F)(F)F)cc3)cc2N1	0.0	4	0	-0.7
11	CC1=CC(C)(C)NC(=S)N1c1ccc2ccccc2c1	0.0	2	0	2.0
12	O=C(Cc1ccc(NC2=NC3CS(=O)(=O)CC3S2)cc1)NCCc1ccccc1 (centres undefined)	-0.2	6	-1	1.2
13	CCOC(=O)c1[nH]c(C)c(C(=O)NC)c1C	-0.1	1	6	-2.0
14	COc1ccc2oc(=O)c(-c3csc(/N=C/c4ccccc4O)n3)cc2c1	-0.2	-7	0	0.8
15	O=C(Nc1ccc2[nH]c(=O)[nH]c2c1)c1cc(-c2cccnc2)nc2ccccc12	0.0	4	-5	0.5
16	CCOC(=O)C(NC(=O)CCn1c(=S)oc2ccccc21)C(=O)OCC	0.0	-2	1	0.3
17	CCN(CC)C(=O)C1CCCN(c2cccc(C(=O)NCc3ccccc3)c2)C1 (centres undefined)	0.2	27	4	-1.4
18	COc1cccc(C(CC(=O)NCCN2CCOCC2)NS(=O)(=O)c2ccc(F)cc2)c1OC (centres undefined)	-0.1	-7	-12	0.3
19	CCCCn1c(SCC(=O)OCC)nc2sc3c(c2c1=O)CCC3	0.0	9	-2	0.2
20	Cn1cc(C2=CC(c3ccccc3)=NN=C(c3ccccc3)C2)c2ccccc21	0.0	-3	-8	-0.5
21	Cc1ccc(OCC(=O)/C=C2\N(C)c3ccccc3C2(C)C)c([N+](=O)[O-])n1	0.1	6	-4	1.0
22	COc1ccc(C2C(C#N)=C(N)Oc3cc(O)ccc32)cc1 (centres undefined)	0.6	21	-6	0.3
23	CCCN(c1ccc(C(C)C)cc1)S(=O)(=O)c1cnc[nH]1	0.5	10	17	-1.3
24	CC1(C)OC(=O)C(=CNn2cnc3ccccc3c2=O)C(=O)O1	0.1	15	-9	-1.0
25	CS(=O)(=O)c1ccc(NCCN2CCOCC2)c([N+](=O)[O-])c1	0.0	-3	1	-0.7
26	CCc1ccc(CN2CCc3nnc(CNC(=O)c4ccccc4)n3CC2)o1	-0.2	4	1	0.2
27	CC(C)/C=C1/CCCc2c1[nH]c1ccccc1c2=O	0.0	3	42*	3.4
28	COc1ccccc1OCC(O)Cn1c(C)nc2ccccc21 (centres undefined)	0.0	6	9	0.5
29	O=C1C2CCCN2S(=O)(=O)c2ccccc2N1Cc1ccccn1 (centres undefined)	-0.1	20	3	-0.1
30	O=C1NC(=S)/C(=C/c2cc(Cl)ccc2O)S1	-0.1	3	6	-0.9
31	CC(=O)Oc1ccc2occ(C(=O)c3cccs3)c2c1	0.0	7	-42	-1.8
32	CCOc1ccc(CCNC(=O)Cn2nc(C)n3cccc3c2=O)cc1OCC	0.8	6	13	1.8
33	O=C(O)c1ccc(Br)c(O)c1[N+](=O)[O-]	0.0	-10	3	1.1
34	O=C(NNS(=O)(=O)/C=C/c1ccc([N+](=O)[O-])cc1)c1ccccc1	-0.1	13	25	-0.9
35	Cc1cc(OCC(=O)Nc2nccs2)c(C(C)C)cc1Br	0.0	-5	-12	0.6
36	NC(=O)c1cccc(NC(=O)c2ccccc2)c1	0.1	10	3	0.7
37	CCC(=O)N1c2ccccc2NC2=C(C(=O)CC(c3cccc(Cl)c3)C2)C1c1ccc(OC)c(OC)c1 (centres undefined)	0.1	18	3	1.1
38	O=C(CCCNC(=O)Cn1cnc2sc3c(c2c1=O)CCCC3)NCc1cccnc1	-0.1	-7	1	1.0
39	CCN(CC)c1cc(Nc2ccc(C)c(C)c2)c([N+](=O)[O-])c2nonc12	0.1	-2	-6	0.0
40	O=C(Nc1ccc2oc(-c3cccc(Cl)c3Cl)nc2c1)c1ccc([N+](=O)[O-])o1	0.2	12	8	-0.8
41	CCOc1ccc(NC(=S)N2CCC(NC(=O)C3CC3)CC2)cc1	0.0	6	1	0.5
42	COc1ccc(-c2nnc(NC(=O)c3cccc4ccccc34)o2)c(OC)c1	-0.1	5	6	-1.5
43	O=C(NCCN1CCN(Cc2ccccc2)CC1)C(=O)Nc1ccc(F)cc1	0.0	-6	5	-1.0
44	O=C(COc1ccccc1Cl)Nc1ncc(Cc2cccc(C(F)(F)F)c2)s1	-0.2	-3	1	-0.3
45	COC(=O)c1ccccc1NC(=O)C1CCCN1S(=O)(=O)c1ccc(C)cc1 (centres undefined)	-0.1	0	2	0.6
46	C=CCN1C(=O)/C(=C\c2ccc(C(=O)O)cc2)S/C1=N\c1nnc(C)s1	0.5	17	7	-0.4
47	COc1ccc(Cl)cc1NC(=O)CCc1sc(C)nc1-c1cccs1	0.1	6	-11	0.8
48	CCOc1cccc(C(=O)Nc2ccc3oc(-c4ccc(C(C)(C)C)cc4)nc3c2)c1	0.0	5	-1	-0.3
49	COc1cccc(C(=O)Nn2c(C3CCC3)nc3ccccc3c2=O)c1	0.6	14	13	0.0
50	CN(C)c1ccc(Nc2nc(-c3ccccc3)cs2)cc1	-0.1	38	43*	-7.3
51	COc1cc(Nc2nc(SCc3ccccc3Cl)nc3ccccc23)cc(OC)c1OC	-0.1	4	1	0.2
52	CC(C)NC(=O)CCCCn1c(=O)c2ccccc2n(Cc2ccc(F)cc2Cl)c1=O	-0.1	-4	11	-0.1
53	CSc1ccc(CN2C(=O)C(C)Sc3ccccc32)cc1 (centres undefined)	0.1	-14	13	-1.1
54	COc1ccc(C(=O)Nc2ccc(C(=O)Nc3cccc(C(F)(F)F)c3)cc2)cc1	-0.1	0	-6	0.9
55	COC(=O)C1=C(C)N(c2ccc(Cl)cc2)C(=O)/C1=C\c1ccc(C(=O)OC)cc1	0.0	3	0	-0.6
56	CCN(CC)C(=O)c1ccc(O)c(OC)c1	0.2&-0.1	18&4	-8	-1.2&-0.2
57	Cc1cc(C2C(C#N)=C(N)N(N(C)C)C3=C2C(=O)CC(C)(C)C3)c(C)s1 (centres undefined)	-0.2	3	1	-1.7
58	CC1CCCC(NC(=O)C(Cc2ccccc2)NS(=O)(=O)c2ccc(Br)cc2)C1C (centres undefined)	0.2	-13	-3	-1.5
59	CC(=O)Nc1ccc(/C=N/NC(=S)NC(C)C)cc1	0.2	-4	11	1.1
60	Cc1ccc(S(=O)(=O)NC(C(=O)O)C(C)C)cc1 (centres undefined)	0.1	-3	1	0.1

6 entries from above, arranged by molecular weight, lowest first:
entry	molecule	FBW7 activator	MITF inh	TEAD-YAP block	GPR151 activ
33	O=C(O)c1ccc(Br)c(O)c1[N+](=O)[O-]	0.0	-10	3	1.1
11	CC1=CC(C)(C)NC(=S)N1c1ccc2ccccc2c1	0.0	2	0	2.0
25	CS(=O)(=O)c1ccc(NCCN2CCOCC2)c([N+](=O)[O-])c1	0.0	-3	1	-0.7
34	O=C(NNS(=O)(=O)/C=C/c1ccc([N+](=O)[O-])cc1)c1ccccc1	-0.1	13	25	-0.9
4	O=S(=O)(c1ccc2ccccc2c1)N1CCN=C1SCc1cccnc1	0.2	8	-1	-0.2
43	O=C(NCCN1CCN(Cc2ccccc2)CC1)C(=O)Nc1ccc(F)cc1	0.0	-6	5	-1.0

The listing picks up, repeating the 3 entries before the break.
entry	molecule	FBW7 activator	MITF inh	TEAD-YAP block	GPR151 activ
58	CC1CCCC(NC(=O)C(Cc2ccccc2)NS(=O)(=O)c2ccc(Br)cc2)C1C (centres undefined)	0.2	-13	-3	-1.5
59	CC(=O)Nc1ccc(/C=N/NC(=S)NC(C)C)cc1	0.2	-4	11	1.1
60	Cc1ccc(S(=O)(=O)NC(C(=O)O)C(C)C)cc1 (centres undefined)	0.1	-3	1	0.1
61	COCCCNC(=O)c1ccc(-n2c(C)cc3c2CCCCC3)cc1	0.7	8	0	-1.8
62	CC(C)N(CC(N)=O)C(=O)c1cc2ccccc2o1	-0.2	-4	4	-0.6
63	Cc1c(S(=O)(=O)NCc2ccc3c(c2)OCO3)c(=O)n(C)c(=O)n1C	-0.1	-16	2	-0.1
64	Cc1ccc2nc(-c3ccc(O)c(O)c3)c(NCC3CCCO3)n2c1 (centres undefined)	0.0	22	-2	0.7
65	Cc1cccc(NS(=O)(=O)c2cccc3c2C(=O)c2ccccc2C3=O)c1	-0.4	23	6	0.3
66	CN(CCc1ccccc1)C(=O)c1nc2sccn2c1CNCC1COCCO1 (centres undefined)	-0.1	2	-10	-1.2
67	CN(CCc1ccccn1)C(=O)Cn1c(=S)[nH]c2ccccc2c1=O	0.2	2	-3	-2.5
68	Clc1ccc2nc3c(cc2c1)CN(CCc1ccccn1)CC3	-0.1	4	0	2.4
69	OC(Cn1c(C2CC=CCC2)nc2ccccc21)Cn1c2ccccc2c2ccccc21 (centres undefined)	0.1	15	-4	2.1
70	CCCC(C)NS(=O)(=O)c1ccc(OC)c(I)c1 (centres undefined)	-0.1	3	-1	0.8
71	COc1ccc2ccccc2c1CN(CCCN(C)C)CCCN(C)C	-0.1	41	7	-0.3
72	Cc1cc2nc(-c3cccc(NC(=O)Cc4ccccc4)c3C)oc2cc1C	0.0	9	7	-0.1
73	COc1ccc(Cl)cc1N(C)C(=O)CCNC(=O)Cn1cnc2ccccc2c1=O	-0.1	3	18	-0.5
74	O=C(CN1C(=O)C2CCCN2c2ncc(Cl)cc21)NC1CCCCCC1 (centres undefined)	-0.1	3	-17	-1.3
75	CCOC(=O)c1sc(NC(=O)c2ccc([N+](=O)[O-])cc2)nc1C	0.1	11	-8	-0.4
76	COc1ccc2c(=O)c(Oc3ccccc3)c(C)oc2c1C	0.1	14	4	0.2
77	COc1ccc(N2CC(C(=O)OCC(=O)Nc3ccccc3C)CC2=O)cc1 (centres undefined)	0.2	-7	7	0.4
78	COc1ccccc1CN1CCN2C(=O)[C@@H]3CCCN3C(=O)[C@H]2C1	-0.1	-10	-11	0.7
79	O=C(CN1C(=O)/C(=C/c2ccc(Cl)cc2)Sc2ccccc21)NC1CC1	0.0	-7	3	1.3
80	CCN1C(=O)c2ccccc2S(=O)c2ccc(C(=O)NCCN3CCCCC3C)cc21 (centres undefined)	0.3	19	-1	-0.7
81	Cc1ccc(/C=C2/SC(=S)N(CC(=O)O)C2=O)cc1[N+](=O)[O-]	0.0	11	-1	-0.5
82	COc1ccc(Cc2nnc(C(=O)NC3CCCCCCC3)o2)cc1OC	-0.1	-10	-8	-0.1
83	Cc1ccc(OCCOc2ccc(/C=C3/C(=N)N4N=C(c5ccccc5C)SC4=NC3=O)cc2)cc1	0.1	5	12	-0.8
84	C=CCSc1nnc2n(-c3ccccc3)c(=O)c3c(C)c(C)sc3n12	0.0	5	3	-0.1
85	CC1=C(C(=O)Nc2ccc(C)cc2)C(c2ccccc2Cl)n2ncnc2N1 (centres undefined)	0.0	-3	-10	0.8
86	c1ccc(CNc2nc(N3CCc4ccccc4C3)nc3nc[nH]c23)cc1	0.2	17	1	-1.2
87	CC(=O)N1N=C(c2ccc3ccccc3c2O)CC1c1ccccc1 (centres undefined)	0.2	18	-9	-0.3
